# Bioassay records deposited in PubChem by National Center for Advancing Translational Sciences (NCATS).
# G9a block: G9a (human) methyltransferase inhibition; Q96KQ7; G9a H3K9 monomethylation, AlphaScreen, 2 h; Potency, µM (series often up to 102 µM), without a hit: top-dose activity, negative = inhibition, usual class: inhibitors; 350,000 tested, 8.8% active; AID 504332; further: potency means the concentration at half of the fitted maximal effect; on the % scale 0 is the no-effect control and ±100 the full control effect; nearly all actives have a fitted effect of over 75% in size
#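 AlphaScreen detection with an anti-monomethyl H3K9 antibody quantified product after a 2 h room-temperature reaction containing 500 nM biotinylated H3K9 peptide, 20 µM SAM and 20 nM enzyme, which had been preincubated 15 min with compound.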
# HP1b binding inh: blocks HP1-beta chromodomain binding to methylated histone tails; 390,000 tested, 0.56% active; Potency, µM (top dose mostly 114 µM), for inactives: at the highest dose activity change, negative = inhibition, usual class: inhibitors; P83916; AlphaScreen HP1-beta / biotin-H3K9me3 peptide binding; further: potency means the concentration at half of the fitted maximal effect; nearly all actives have a fitted effect of over 70% in size; inactives centre near 23
# Target sequence (P83916 whole entry, looked up): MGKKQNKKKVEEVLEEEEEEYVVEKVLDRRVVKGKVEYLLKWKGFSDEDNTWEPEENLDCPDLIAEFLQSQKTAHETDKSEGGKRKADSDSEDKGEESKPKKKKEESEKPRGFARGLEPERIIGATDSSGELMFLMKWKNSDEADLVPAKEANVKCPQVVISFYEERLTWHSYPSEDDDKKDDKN
#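 HP1-beta protein (50 nM final) preincubated 30 min at room temperature with biotinylated H3(1-18)K9me3 peptide (50 nM) in PBS pH 7.4, 0.01% Tween-20, then compound added for 30 min. AlphaScreen streptavidin donor/nickel chelate acceptor beads (10 ug/mL final), 30 min dark, luminescence read.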
# PI4K2A block: inhibitors of human PI4K2A; activity change, negative = inhibition, % at 76.9 µM; AID 1346378; purified PI4K2A, ADP-Glo luminescence, 1 h; active compounds read low; 420,000 tested, 0.13% active; Q9BTU6; in the data active means activity change below about -50%; inconclusive means mostly about -30% to -49%;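 further: -100% = wells without enzyme as full effect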
#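 ADP-Glo luminescence measured ADP generated by PI4K2A enzyme (4 ug/mL before mixing) with 1.2 mM PI substrate (pre-mix) and 300 microM ATP (pre-mix). Tris pH7.5 buffer with MgCl2, Triton X-100; 1 h reaction at ambient temperature.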
# JMJD2A Tudor inh: blocks the human JMJD2A Tudor domain. AlphaScreen JMJD2A-Tudor / H3K4me3 peptide binding. AID 504339. Potency, µM (series often up to 114 µM), for the others: at the highest dose activity change, negative = inhibition, most hits filed as inhibitors. 390,000 tested, 4.4% active; further: potency means the concentration at half of the fitted maximal effect; on the % scale 0 is the no-effect control and ±100 the full control effect; nearly all actives have a fitted effect of over 50% in size
# GLS inh: blocks human kidney-isoform glutaminase activity; 410,000 tested, 0.21% active; Potency, µM (top dose mostly 45.5 µM), inactives show top-dose activity change, negative = inhibition, most hits filed as inhibitors; O94925; GLS enzymatic activity, qHTS titration; further: potency means the concentration at half of the fitted maximal effect; on the % scale 0 is the no-effect control and ±100 the full control effect
#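 Coupled fluorescence readout: glutamate oxidase/HRP/Amplex Red detect glutamate formed by hKGA from L-glutamine (1 mM solution added). Buffer 45 mM KH2PO4 pH 8.2, 0.02% Tween-20; reads at t0 and 30 min RT.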
# PGK inhibitor: inhibitors of T. brucei phosphoglycerate kinase; AID 602233; Potency, µM (series often up to 57.5 µM), inactives show at the highest dose activity change, negative = inhibition, hits mostly inhibitors; PGK/GAPDH coupled, Kinase-Glo luminescence, 60 min; P07378; 380,000 tested, 0.043% active; further: potency means the concentration at half of the fitted maximal effect; on the % scale 0 is the no-effect control and ±100 the full control effect; nearly all actives have a fitted effect of over 60% in size
#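 Recombinant glycosomal PGK reaction used 1,3-bisphosphoglycerate generated in-well by GAPDH (100nM final) in 100mM TEA pH 7.6, 5mM MgCl2, 0.01% Tween-20. After 60 minutes at room temperature, ATP was read by Kinase-Glo Plus luminescence end-point.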
# POLH inh: DNA polymerase eta (human) inhibition. recombinant Pol eta, fluorescent DNA replication assay. Potency, µM (series often up to 114 µM), for the others: at the top dose activity change, negative = inhibition, usual class: inhibitors. 390,000 tested, 1.2% active; further: potency means the concentration at half of the fitted maximal effect; on the % scale 0 is the no-effect control and ±100 the full control effect
# Target sequence (Q9Y253 whole entry, looked up): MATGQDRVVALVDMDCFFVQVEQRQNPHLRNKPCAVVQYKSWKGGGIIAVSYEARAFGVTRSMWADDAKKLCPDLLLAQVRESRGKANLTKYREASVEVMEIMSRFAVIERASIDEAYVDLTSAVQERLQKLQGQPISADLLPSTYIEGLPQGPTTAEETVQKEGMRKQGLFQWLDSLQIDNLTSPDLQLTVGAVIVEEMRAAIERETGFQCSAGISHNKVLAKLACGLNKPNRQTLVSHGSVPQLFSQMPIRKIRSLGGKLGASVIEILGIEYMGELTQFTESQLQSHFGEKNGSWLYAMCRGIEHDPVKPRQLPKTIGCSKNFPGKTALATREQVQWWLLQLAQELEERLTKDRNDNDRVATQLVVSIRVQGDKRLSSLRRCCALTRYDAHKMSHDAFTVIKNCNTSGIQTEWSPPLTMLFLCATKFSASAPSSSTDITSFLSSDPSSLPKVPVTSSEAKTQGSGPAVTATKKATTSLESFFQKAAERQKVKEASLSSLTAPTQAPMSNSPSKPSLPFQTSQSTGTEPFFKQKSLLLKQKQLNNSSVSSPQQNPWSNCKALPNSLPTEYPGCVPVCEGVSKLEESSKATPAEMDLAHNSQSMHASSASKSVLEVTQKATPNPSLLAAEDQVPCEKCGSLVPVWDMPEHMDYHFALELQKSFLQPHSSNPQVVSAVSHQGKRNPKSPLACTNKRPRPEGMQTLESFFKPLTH
#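 Pol eta (10 nM) was preincubated with compounds for 15 min at room temperature, after which fluorescent replication substrate (50 nM final) was added to start the reaction. Fluorescence was read kinetically at 0 and 10 min.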
# Pin1 inh: blocks the human prolyl isomerase Pin1; Potency, µM (highest dose often 115 µM), for inactives: at the top dose activity, negative = inhibition, hits mostly inhibitors; AID 504891; Q13526; Pin1 FP peptide displacement, HiFluor488, 10 min; 390,000 tested, 0.009% active; active means well fitted inhibition curve with a large enough effect in the polarisation, with a control signal flat, not every such curve was filed as active; inconclusive means small, poorly fitted or top-dose-only effect, or effect the other way, or a change in a side signal; inactive means no such curve, though single readings can be large or run the other way; the % refers to the polarisation; further: potency means the concentration at half of the fitted maximal effect; on the % scale 0 is the no-effect control and ±100 the full control effect
# Target sequence (Q13526 whole entry, looked up): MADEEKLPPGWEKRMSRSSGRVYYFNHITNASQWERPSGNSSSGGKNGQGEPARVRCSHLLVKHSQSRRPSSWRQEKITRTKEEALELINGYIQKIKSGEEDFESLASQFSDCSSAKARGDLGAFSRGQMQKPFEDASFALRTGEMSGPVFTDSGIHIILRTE
# BAZ2B inh: inhibitors of human BAZ2B bromodomain. 360,000 tested, 4.4% active. AID 504333. Q9UIF8. Potency, µM (doses to about 114 µM), without a hit: top-dose activity change, negative = inhibition, hits mostly inhibitors. AlphaScreen BAZ2B-H3K14Ac peptide displacement; further: potency means the concentration at half of the fitted maximal effect; on the % scale 0 is the no-effect control and ±100 the full control effect; nearly all actives have a fitted effect of over 60% in size
#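 Protein-peptide AlphaScreen: BAZ2B 50 nM, b-H3K14Ac 50 nM, 1x PBS pH 7.4 + 0.01% Tween-20. Preincubation 30 min RT; cpd 30 min RT (top 110 uM); beads 20 min RT, light-protected.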
# Starred values were filed as active, the others as inactive; i = inactive; ? = inconclusive; . = no result given; [ ] = remark or other dose. Unless noted, the call rests on the fitted dose curve; in most records, active means well fitted curve in the direction sought with a large enough effect; inconclusive means small, poorly fitted or top-dose-only effect, or another doubt; inactive means no such curve, though single readings can be large; an effect the other way counts as inactive or inconclusive.
SMILES,G9a block,HP1b binding inh,PI4K2A block,JMJD2A Tudor inh,GLS inh,PGK inhibitor,POLH inh,Pin1 inh,BAZ2B inh
CCS(=O)(=O)c1nc(NC(C)=O)n[nH]1,5.6µM*,0%,-3,6%[11.4 µM],-17%,-6%,-7%,-14%,50µM*
COC(=O)c1cc2oc3ccccc3c2n1Cc1nc(-c2ccc(Cl)cc2)oc1C,1%[59 µM],39%[activator],5,-13%,-3%,-1%,-14%,0%,2%
CCCCCCCCCCCn1nnnc1N,.,24%,-1,-12%,0%,i,-18%,5%,.
COc1ccc(-c2cc(C(=O)NC3CC3)c3ccccc3n2)cc1,14%,54%[activator],-1,17%,0%,1%,-22%,-5%,2%
CC(NS(=O)(=O)c1cc2c3c(c1)CCN3C(=O)CC2)c1ccccc1 (stereo not given),.,.,1,.,-1%,-8%,-25%,.,.
Cc1noc(C)c1COc1ccccc1C(=O)N1CCN(c2cccc(C(F)(F)F)c2)CC1,-18%[12.7 µM],21%,0,-14%,3%,8%,-22%,?,20%
c1ccc2c(c1)ccc1nnc(-c3ccc4c(c3)OCO4)n12,-31%[12.7 µM],-7%,4,-26%,5%,i,2%,-6%,8%
COc1ccc(N2C(=NC(=O)C3CCCO3)SC3CS(=O)(=O)CC32)cc1 (stereo not given),5%,34%,-2,-11%,-1%,-1%,-11%,-6%,-4%
O=S(=O)(c1ccccc1)N1CCSC1c1ccco1 (stereo not given),8%[12.7 µM],15%,-1,-25%,5%,-3%,?,-8%,?
COCCC(=O)N1CCC(n2nccc2NC(=O)c2ccccc2C)CC1,22%,23%,2,?,22%,0%,-15%,-1%,5%
Cc1ccc(NC(=O)CN2C=NS(=O)(=O)c3ccccc32)c(C)c1,-2%[59 µM],-9%,2,-28%,-17%,-2%,-3%,?,-1%
CN(C)S(=O)(=O)c1ccc2c(c1)C(CC(=O)O)NC2=O (stereo not given),-7%,10%,3,-21%[57.1 µM],-4%,-9%,-5%,1%,4%
Cc1ccc(S(=O)(=O)NCC(=O)N2CCOCCOCCOCCOCC2)cc1,10%[59 µM],25%,5,-2%,-1%,-5%,-6%,-9%,9%
Cc1ccccc1N1CC(c2nc3ccccc3n2CCC2CCCCC2)CC1=O (stereo not given),-29%[59 µM],38%,-6,-9%,6%,7%,-26%,-2%,-11%
O=C(CCC(=O)N1CCN(S(=O)(=O)c2ccc(Cl)cc2)CC1)Nc1ccc(Cl)cc1Cl,20%,19%,-2,-33%,-4%,.,-16%,1%,-5%
Cc1cc(Cl)ccc1NC(=S)NCCCO,9%[59 µM],23%,4,2%,1%,-1%,-12%,1%,9%
CC(=NCc1cccnc1)C1=C(O)c2ccccc2C1=O,-11%,59%[activator],-54*,10%,-15%,-8%,-21%,-1%,-32%
COc1ccc(-c2cc(C(=O)NCC3CCCO3)c3cc(C(C)C)ccc3n2)cc1 (stereo not given),-5%[59 µM],33%,-5,?,2%,-9%,-21%,18%,?
COc1ccc(NC(=O)CCN2C(=O)c3ccc([N+](=O)[O-])cc3C2=O)c(OC)c1,15%[59 µM],23%,-3,-10%,3%,i,3%,-2%,4%
O=C(OCc1nnc(-c2ccccc2)o1)c1cc(S(=O)(=O)N2CCOCC2)ccc1F,-22%,27%,-1,-3%,-3%,-6%,-3%,3%,10%
COc1ccc(C2CC(c3c(-c4ccccc4)c4cc(Cl)ccc4[nH]c3=O)=NN2S(C)(=O)=O)cc1 (stereo not given),2%[12.7 µM],21%,-4,6%,-6%,-1%,-8%,0%,2%
Cn1c(-c2csc(-c3cccc(C(F)(F)F)c3)n2)n[nH]c1=S,?,24%,3,-15%,31%[activator],-1%,-15%,-4%,-4%
CCN(Cc1ccccc1)C(=O)C1CCN(Cc2sccc2C)CC1,8.9µM*,?,1,2.8µM*,12%,4%,-12%,-4%,-37%
O=C(O)CC(c1ccccc1)N1C(=O)c2ccccc2C1=O (stereo not given),.,38%,0,-10%,0%,i,13%,-8%,.
O=C(c1cc(-c2ccc(Br)cc2)nc2ccccc12)N1CCN(c2ccccc2O)CC1,50µM*,-18%,4,?,7%,6%,-9%,-3%,-12%

# Grouped by structure: the compounds so far with four or more nitrogen atoms (4)
SMILES,G9a block,HP1b binding inh,PI4K2A block,JMJD2A Tudor inh,GLS inh,PGK inhibitor,POLH inh,Pin1 inh,BAZ2B inh
CCS(=O)(=O)c1nc(NC(C)=O)n[nH]1,5.6µM*,0%,-3,6%[11.4 µM],-17%,-6%,-7%,-14%,50µM*
CCCCCCCCCCCn1nnnc1N,.,24%,-1,-12%,0%,i,-18%,5%,.
COCCC(=O)N1CCC(n2nccc2NC(=O)c2ccccc2C)CC1,22%,23%,2,?,22%,0%,-15%,-1%,5%
Cn1c(-c2csc(-c3cccc(C(F)(F)F)c3)n2)n[nH]c1=S,?,24%,3,-15%,31%[activator],-1%,-15%,-4%,-4%

# Returning to the listing, starting 2 compounds before the break.
SMILES,G9a block,HP1b binding inh,PI4K2A block,JMJD2A Tudor inh,GLS inh,PGK inhibitor,POLH inh,Pin1 inh,BAZ2B inh
O=C(O)CC(c1ccccc1)N1C(=O)c2ccccc2C1=O (stereo not given),.,38%,0,-10%,0%,i,13%,-8%,.
O=C(c1cc(-c2ccc(Br)cc2)nc2ccccc12)N1CCN(c2ccccc2O)CC1,50µM*,-18%,4,?,7%,6%,-9%,-3%,-12%
O=C(O)c1[nH]c2ccccc2c1-c1ccccc1,10%[59 µM],17%,-1,-14%,3%,-11%,-17%,12%,2%
CCOC(=O)c1[nH]c(C)c(C(=O)NCCc2ccc(OC)cc2)c1C,?,13%,3,-31%,9%,2%,-10%,-3%,7%
O=C(Nc1ccc(NC(=S)NC(=O)c2ccco2)cc1)c1ccc(Br)cc1,.,.,0,.,-2%,3%,-17%,.,.
Cc1cc(C)nc(NS(=O)(=O)c2ccc(NC(=O)CCC(=O)O)cc2)n1,.,55%[activator],1,-4%,4%,-7%,-9%,-2%,.
CCN1C(=O)C(Cc2nc3ccccc3c(=O)n2-c2ccccc2)c2cc(Br)ccc21 (stereo not given),?,8%,-1,?,-1%,.,.,-1%,?
O=C(Cn1cncn1)NCCC(c1ccccc1)c1ccccc1,.,26%,1,-16%,5%,0%,-19%,-2%,-2%
O=S(=O)(Nc1nc(-c2ccco2)c(-c2ccco2)s1)c1ccc(F)cc1F,.,.,-2,.,12%,-5%,28µM*,.,.
COc1ccccc1-c1nc(-c2ccccn2)no1,-34%,62%[activator],-64*,-4%,1%,?,-15%,0%,-1%
COc1ccc2c(c1)c(=O)oc1cc(OCC(=O)NC3CCCCC3)ccc12,11µM*,?,-4,40µM*,?,?,79µM*,?,79µM*
Cc1cccc(NC(=O)CCCn2cc([N+](=O)[O-])cn2)n1,9%,30%,3,0%,-14%,i,-5%,0%,5%
CCCNC(=O)COC(=O)CCC(=O)c1ccc(F)cc1,43%[59 µM],-2%,-3,3%,3%,i,-8%,-1%,-8%
CC1C(=O)N(c2ccc(S(=O)(=O)N(C)C)cc2)C1(/C=C/c1ccccc1)C(=O)NC1CCCC1 (stereo not given),1%[59 µM],16%,0,-26%,0%,-8%,-21%,9%,32%
Cn1c(C(=O)N2CCN(Cc3ccc4c(c3)OCO4)CC2)cc2sccc21,?,-3%,-2,-36%,4%,-3%,-8%,1%,?
CCCCNC(=O)CN(c1cc(C(F)(F)F)ccc1Cl)S(C)(=O)=O,5%[59 µM],27%,7,5%,-11%,-10%,-25%,-3%,4%
Fc1cccc(-c2nnn3c2nc(Cl)c2ccccc23)c1,-39%,29%,-6,17%,1%,-7%,-11%,2%,.
CCOc1ccc(Nc2cc3n(c(=O)n2)CCc2cc(OC)c(OC)cc2-3)cc1,-13%[2.33 µM],-2%,-6,-18%,2%,i,-26%,?,-27%
O=C(Nc1ccc(Cl)cc1)N(Cc1cccnc1)Cc1ccco1,9%[12.7 µM],4%,-3,-18%,9%,1%,-4%,3%,0%
COc1ccc(-c2nn(CC(=O)NCc3ccccc3)c3c2cnc2ccc(F)cc23)cc1,3%[59 µM],116%[activator],-2,-32%,0%,-4%,-6%,-6%,15%
CCc1cc2cc(C)ccc2nc1SCC(=O)N1CCN(C(=O)c2ccco2)CC1,?,-8%,7,?,-7%,7%,-16%,5%,?
O=C1CC(Nc2ccc(N3CCOCC3)cc2)C(=O)N1c1ccccc1F (stereo not given),8.9µM*,-5%,-7,?,5%,-5%,-1%,4%,5%
CC(=O)C1=C(O)C(=O)N(c2ccc(Br)cn2)C1c1ccccc1F (stereo not given),?,47%[activator],6,-11%,27%,i,-7%,2%,-10%
O=C(COc1ccccc1)NCc1nnc2c3ccccc3c(-c3ccccc3)nn12,-9%[59 µM],18%,-1,-21%,1%,-9%,-19%,0%,-1%

# Look-ups from above.
# Result of O=C(Nc1ccc(NC(=S)NC(=O)c2ccco2)cc1)c1ccc(Br)cc1 under GLS inh: -2%
# Result of CCCNC(=O)COC(=O)CCC(=O)c1ccc(F)cc1 under HP1b binding inh: -2%
# Result of Cn1c(C(=O)N2CCN(Cc3ccc4c(c3)OCO4)CC2)cc2sccc21 under JMJD2A Tudor inh: -36%
# Result of COc1ccc2c(c1)c(=O)oc1cc(OCC(=O)NC3CCCCC3)ccc12 under BAZ2B inh: 79µM*

# The list is partial; count on the stated rates, not on these rows.
